# GlmU inhibition = inhibition of mycobacterial GlmU enzyme – biochemical, glucosamine-1-phosphate acetyltransferase (AID 1376); inhibition, %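 (tested at 30 µM in the primary screen)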, or IC50 in µM where a hit was titrated; 220,000 compounds, 0.25% hits; M. tuberculosis GlmU acetyltransferase enzyme assay; higher % means a stronger effect; in the data active = inhibition above about 13%; inconclusive = no clear call, values can overlap the other calls;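 also: 0% = complete reaction with vehicle and 100% = reaction without substrate; strong numbers were not always called active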
# RmlCD inh 1536 = M. tuberculosis RmlC/RmlD inhibition. P9WH09+P9WH11. RmlC+RmlD coupled enzyme assay, percent inhibition; primary screen in compound mixtures. inhibition, % at 3.6 µM. 160,000 compounds, 0.03% hits; in the data active = inhibition mostly above about 34%, no sharp cut-off; inconclusive = no clear call, values can overlap the other calls; inactive = mostly below about 22%; also: some results filed as inactive read as strong as hits
# Target sequence (P9WH09 whole entry, looked up): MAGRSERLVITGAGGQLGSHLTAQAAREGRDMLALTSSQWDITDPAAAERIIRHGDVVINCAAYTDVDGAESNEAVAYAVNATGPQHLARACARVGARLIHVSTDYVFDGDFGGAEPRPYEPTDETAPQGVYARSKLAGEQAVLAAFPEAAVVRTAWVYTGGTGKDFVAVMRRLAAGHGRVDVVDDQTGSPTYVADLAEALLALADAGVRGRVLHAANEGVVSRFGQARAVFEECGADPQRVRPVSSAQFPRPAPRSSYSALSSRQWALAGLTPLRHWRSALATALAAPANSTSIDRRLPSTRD
# Target sequence (P9WH11 whole entry, looked up): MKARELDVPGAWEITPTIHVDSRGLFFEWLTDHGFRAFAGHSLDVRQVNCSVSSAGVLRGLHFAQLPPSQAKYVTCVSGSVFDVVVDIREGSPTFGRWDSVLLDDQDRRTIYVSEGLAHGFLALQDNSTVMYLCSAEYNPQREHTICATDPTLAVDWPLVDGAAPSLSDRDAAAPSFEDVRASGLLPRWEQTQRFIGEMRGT
# Starred values were filed as active, the others as inactive; ? = inconclusive; . = not tested or not shown. Some of the compounds tested; rates above refer to the full screens.
SMILES,GlmU inhibition,RmlCD inh 1536
Cc1ccccc1/C(N)=N/OC(=O)c1ccc(F)cc1,2.4%,.
C/C(=N\NC(=S)NCc1ccccc1)c1ccccc1F,-0.8%,89
CS(=O)(=O)N(CC(=O)NCCSC1CCCCC1)c1ccc2c(c1)OCO2,-0.2%,.
O=C(NCN1C(=O)C2C3C=CC(C3)C2C1=O)OC1CCCCC1 (stereo unspecified),-2.6%,12
O=C(Nc1ccccc1)c1ncoc1-c1ccc(Cl)cc1,0.1%,-3
O=[N+]([O-])c1cccc2ncccc12,-2.9%,3
Cc1ccc(S(=O)(=O)NCCNC(=O)C2CCCNC2=O)cc1 (stereo unspecified),1.6%,7
Cc1ccc(-c2nc(-c3ccc(Cl)cc3)sc2CC(=O)O)c(C)c1,-1.2%,.
O=C1c2cccnc2-c2ncccc21,-3.0%,12
CC(C(=O)Nc1ccc2c(c1)OCO2)c1ccc([N+](=O)[O-])cc1 (stereo unspecified),0.1%,.
Cc1cccc(NC(=O)Nc2ccc3c(c2)OCO3)n1,1.6%,.
Cc1cccc(NC(=S)N2CCC(C(=O)c3ccc(F)cc3)CC2)c1C,1.8%,-1
Cc1ccc(S(=O)(=O)n2nc(OC(=O)c3ccco3)cc2N)cc1,0.8%,-9
OCCC1CN(Cc2cnc(-c3ccc(Cl)cc3)nc2)CCN1C1CCCC1 (stereo unspecified),1.0%,.
COc1ccc2cc(C3C(C#N)=C(N)OC(C)=C3C(C)=O)c(Cl)nc2c1 (stereo unspecified),2.9%,.
CC(=O)NNc1ncnc2c1cnn2-c1ccc(C)cc1,2.4%,4
C=C(C)CN(CC)C(=O)CC1C(=O)NCCN1CC(C)(C)C (stereo unspecified),2.9%,9
O=C(Nc1ccc(OC(F)(F)F)cc1)C1=NCCN1,-4.5%,.
CNCC(O)CN1CCN(c2ccccc2OC)CC1 (stereo unspecified),-3.1%,-15
Cn1ncc2nc[nH]c(=O)c21,-0.2%,46
C=C(C)c1cccc(C(C)(C)NC(=O)N(C)C2CCN(C)CC2)c1,-5.6%,-3
O=c1c(-c2ccccc2)c(O)nc2ccccn12,3.0%,5
O=C1CC(c2cccs2)CC(O)=C1C=NCCN1CCNCC1 (stereo unspecified),-3.4%,.
COc1cc(C2c3c(-c4ccccc4)n[nH]c3C(=O)N2c2ccccc2)ccc1O (stereo unspecified),1.6%,.

# 2 entries picked at random from the list so far:
SMILES,GlmU inhibition,RmlCD inh 1536
C/C(=N\NC(=S)NCc1ccccc1)c1ccccc1F,-0.8%,89
Cc1ccc(S(=O)(=O)NCCNC(=O)C2CCCNC2=O)cc1 (stereo unspecified),1.6%,7

# Next compounds
SMILES,GlmU inhibition,RmlCD inh 1536
Cc1ccc(/C=N/Nc2ccc3c(C(F)(F)F)cc(C(F)(F)F)nc3n2)cc1,-5.6%,-11
Cc1nn(CCO)c(N)c1C1(O)C(=O)Nc2c(Cl)cc(Cl)cc21 (stereo unspecified),2.5%,4
O=C(Oc1ccc2ccc(=O)oc2c1)c1cccs1,3.4%,4
Cc1nc2ccccc2nc1OCC(=O)Nc1ccc(F)cc1,3.3%,1
C[C@]12C=CC(=O)C=C1CC[C@@H]1[C@@H]2[C@@H](O)C[C@@]2(C)[C@H]1CC[C@]2(O)C(=O)COC(=O)CCC(=O)O,1.1%,.
O=c1c2ccccc2nc(COc2ccccc2)n1/N=C/c1ccco1,-0.9%,-1
O=C(O)CN1C2=NCCCN2c2ccccc21,-0.2%,5
O=C(COC(=O)[C@@H]1CC(O)CN1S(=O)(=O)c1ccc([N+](=O)[O-])cc1)NC12CC3CC(CC(C3)C1)C2 (stereo partly specified),2.1%,-4
O=C(CN1CCN(c2ccccn2)CC1)NC(=O)NC1CCCCC1,0.1%,.
O=C(COC(=O)c1ccc(Cl)c(S(=O)(=O)N2CCCC2)c1)NCc1cccs1,-0.9%,-2
CCC(C)(C)C1CCC(=NNC(=O)c2ccc(Br)o2)CC1 (stereo unspecified),-1.3%,2
CCCCOC(=O)Nc1ccc(C)c(Cl)c1,1.1%,.

# Molecules above that have a COOH group (3):
SMILES,GlmU inhibition,RmlCD inh 1536
Cc1ccc(-c2nc(-c3ccc(Cl)cc3)sc2CC(=O)O)c(C)c1,-1.2%,.
C[C@]12C=CC(=O)C=C1CC[C@@H]1[C@@H]2[C@@H](O)C[C@@]2(C)[C@H]1CC[C@]2(O)C(=O)COC(=O)CCC(=O)O,1.1%,.
O=C(O)CN1C2=NCCCN2c2ccccc21,-0.2%,5

# The results go on:
SMILES,GlmU inhibition,RmlCD inh 1536
CCN(CC)C(=O)c1ccc(NC(=O)CSc2nnnn2-c2cc(OC)ccc2OC)cc1,-4.1%,.
Cc1ccc(NC(=O)CC2SC(=O)N(c3ccccc3)C2=O)cc1 (stereo unspecified),-16%,.
Cc1cn2nc(N)c3ccccc3c2n1,7.3%,?
CCC(CC)C(=O)Nc1c(C)n(C)n(-c2ccccc2)c1=O,-5.7%,.
COc1ccccc1C(=O)Nc1ccc(-c2nnc(SCC(=O)O)n2C)cc1,0.8%,2
Cc1ccc(NC(=O)COC(=O)C2CCC(=O)N2)c(S(=O)(=O)N2CCOCC2)c1 (stereo unspecified),2.0%,2
Cc1csc2nc3cc(C(N)=O)ccc3c(=O)n12,0.9%,.
Cc1ccc(CSc2nc3ccccc3cc2C=O)cc1,-4.9%,.
O=C(CCSCc1ccc(Cl)cc1)NCCC1=CCCCC1,3.1%,4
Cc1ccc(CNC(=O)C2C3C=CC4(CN(Cc5cccnc5)C(=O)C24)O3)cc1 (stereo unspecified),2.2%,-9
CC1=NN(C(=O)c2ccc(Br)cc2)C(O)(c2ccccc2)C1 (stereo unspecified),3.2%,4
Cc1nc2ccccc2c(=O)n1NC(=O)C1CCC(C(C)(C)C)CC1 (stereo unspecified),4.0%,4
O=C1C(Nc2ccccc2)=C/C(=N/S(=O)(=O)c2cccs2)c2ccccc21,6.3%,5
CCc1nc(SCC(=O)Nc2c(C)nn(C)c2C)c2cnn(-c3ccccc3)c2n1,.,16
CC(C)Oc1ccc(C(=O)Nc2cc(=O)n(C)c(=O)n2C)cc1,6.0%,-4
CS(=O)(=O)c1ccccc1C(=O)NC1CCCc2ccccc21 (stereo unspecified),-4.6%,15
O=[N+]([O-])c1cc(Cl)ccc1N1CCCC1,0.6%,7
CC(C)(C)NS(=O)(=O)c1ccc(NC(=O)NC2CCCCC2)cc1,-4.8%,8
Cc1ccc(NC(=O)C2CC=CCC2C(=O)N2CCCCC2)cc1 (stereo unspecified),0.5%,1
CCC(=O)N=c1sc2c(C)cc(C)cc2n1CC(=O)OC,1.0%,-58
O=C(COC(=O)C1=COCCO1)Nc1ccc(Oc2ccccc2)cc1,-0.1%,-4
CC/C(=N\N1CCCCCC1)c1c(O)n(-c2ccc(C)cc2)c(=O)[nH]c1=O,3.3%,22
COc1ccc2c(C)cc(SCn3nnc4ccccc4c3=O)nc2c1,-0.6%,6
O=C(NCc1cccnc1)c1cnc2ccccc2n1,1.4%,.
Cc1cccc(-n2ncc3c(NCc4cccs4)ncnc32)c1,0.8%,9
O=C(Nc1ccc(F)c([N+](=O)[O-])c1)c1ccc2c(c1)C(=O)OC2=O,3.4%,-13
COc1ccc(C)cc1-n1nnnc1SCC(=O)NNC(=O)c1ccc([N+](=O)[O-])cc1,-1.7%,-2
C#CC(C)(C)NC(=O)c1ccc(-c2ccccc2F)cc1,1.1%,-9
Cn1nnnc1P(=O)(c1ccccc1)c1ccccc1,-0.7%,.
Cc1ccccc1-n1c(O)c(/C=N/NC(=O)c2ccccc2O)c(=O)[nH]c1=S,4.9%,.
Nc1c(S(=O)(=O)c2cccc(Cl)c2)c2nc3ccccc3nc2n1/N=C/c1ccc(O)c(O)c1,11%,-6
Cc1cc(Nc2ccccc2)nc2cc(O)ccc12,-2.8%,.
COc1ccc(-c2n[nH]c(C)c2-c2ccc(OC)c(OC)c2)c(O)c1,-0.8%,4
COC(=O)Cn1ncn2c(cc3oc(C)cc32)c1=O,0.1%,8
Cc1cc(C)n2cc(CSCc3ccco3)nc2n1,-3.7%,.
CCOc1ccc(OCc2ccc(C(=O)N3CCCC3)o2)cc1,3.8%,13
CC1CCCCC1NC(=O)/C(C#N)=C/c1ccc(OCC(N)=O)cc1 (stereo unspecified),-3.6%,-1
O=C(NCCO)c1ccc2nc(-c3ccco3)c(-c3ccco3)nc2c1,5.0%,.
CCNc1nc(NC(C)C)nc(OCCOC(=O)Nc2ccccc2)n1,3.4%,.
CC(C)N(Cc1nc(-c2ccccc2)no1)C(=O)CN1C(=O)c2ccccc2C1=O,0.7%,.
CN1CCN(c2nc(Nc3ccccc3)nc(N)c2[N+](=O)[O-])CC1,-0.2%,-11
CCCCN=Cc1c(O)n(-c2c(C)cc(C)cc2C)c(=O)[nH]c1=O,-1.6%,.
COc1ccc(C(=O)/C=C/c2ccccc2)c(OC)c1,4.9%,-7
Cc1ccc(Cn2nnc3c(=O)n(CC(=O)OCc4ccccc4)cnc32)cc1,0.7%,.
CCc1cccc(CC)c1-n1c(SCC(=O)N2CCc3ccccc3C2)nnc1-c1cccnc1,-0.8%,4
CC(C)NC(=O)CN1C(=O)C(=O)c2ccccc21,9.9%,.
O=C(C1=NN(c2ccccc2)C2C(=O)N(c3ccccc3Cl)C(=O)C12)c1ccccc1 (stereo unspecified),5.5%,6
COCc1cc(=O)[nH]c(/N=C(\N)Nc2ccccc2C)n1,3.4%,0
COc1ccc(/C=N/NC(=O)c2ccn[nH]2)cc1CN1CCOCC1,-2.5%,-1
COc1cc(NS(=O)(=O)c2ccc(F)cc2)c(OC)cc1NC(C)=O,-0.6%,.
N#C/C(=C\c1ccc(N2CCOCC2)o1)C(=O)NCC1CCCO1 (stereo unspecified),4.1%,.
O=[N+]([O-])c1ccc(N2CCCC2)cc1NCc1ccccc1,5.6%,20
O=C(c1cccs1)N1CCN(C(=O)c2ccco2)c2ccccc2C1,-7.0%,-25
CCOC(OCC)P(=O)(c1ccccc1)c1ccccc1,1.9%,.
NCCc1c[nH]c2ccc(F)cc12,2.1%,.
Cc1ccc2nc(NC(=O)COC(=O)c3ccc(Br)o3)sc2c1,5.3%,.
CCCCNS(=O)(=O)c1ccc(OC)cc1,-1.3%,4
Clc1ccc(-c2nc3ccccn3c2CN2CCSCC2)cc1,-4.6%,.
COc1cc(C2/C(=C(/O)c3ccccc3)C(=O)C(=O)N2c2ccccn2)ccc1O (stereo unspecified),5.8%,-5
CCOc1cccc(OCC)c2c(C)[n+](CC3CCCO3)c(C)c1-2 (stereo unspecified),2.5%,5
# Following part.
SMILES,GlmU inhibition,RmlCD inh 1536
O=c1c2ccccc2[nH]c(=S)n1-c1ccc2c(c1)OCCO2,3.8%,-1
CC(=O)Oc1cccc(N2C(=O)C3C4C=CC(C4)C3C2=O)c1 (stereo unspecified),-7.2%,.
O=C1c2ccccc2C(=O)N1Cc1cccnc1,2.6%,7
NS(=O)(=O)c1ccc(C(=O)O)cc1,-2.2%,.
CC(C)CCNC(=O)[C@H](CSCc1ccccc1)N1Cc2ccccc2C1=O,-1.9%,.
CCn1ncc(Br)c1C(=O)Nc1cc(C)ccc1F,-0.2%,.
Cc1nc2ccc(S(=O)(=O)NCC(=O)NCc3ccc4c(c3)OCO4)cc2s1,1.7%,.
O=C(COC(=O)C1CCCCC1)Nc1ccc(N2CCCCC2)cc1,-9.2%,12
Cc1ccc(C(=O)N(c2ccccn2)C(C)c2ccco2)cc1 (stereo unspecified),9.1%,.
CC(C)N1CC23C=CC(O2)C(C(=O)OCc2ccccc2)C3C1=O (stereo unspecified),0.6%,-8
Fc1ccc(-n2c(-c3ccc4c(c3)OCO4)n[nH]c2=S)cc1Cl,-2.7%,79
Cc1cc(NS(=O)(=O)c2ccc(NC(=O)NC3CCCCC3)cc2)no1,3.0%,.

# Four entries already listed, arranged by count of non-hydrogen atoms, falling:
SMILES,GlmU inhibition,RmlCD inh 1536
CC(C)(C)NS(=O)(=O)c1ccc(NC(=O)NC2CCCCC2)cc1,-4.8%,8
CS(=O)(=O)c1ccccc1C(=O)NC1CCCc2ccccc21 (stereo unspecified),-4.6%,15
O=C1c2ccccc2C(=O)N1Cc1cccnc1,2.6%,7
O=[N+]([O-])c1cc(Cl)ccc1N1CCCC1,0.6%,7

# Additional compounds follow:
SMILES,GlmU inhibition,RmlCD inh 1536
CCNC(=S)N1CCN(c2ccccn2)CC1,-6.6%,7
CCOC(=O)C1Nc2ccccc2C2C(O)C(O)CC12 (stereo unspecified),0.9%,.
CCCNC(=S)Nc1cccc(C(F)(F)F)c1,0.2%,-4
CCO/C=N/c1c(C#N)c2c(c(=S)n1C)COC(C)(C)C2,-2.3%,.
OCC(O)C(O)C(O)C(O)C1NCCS1 (stereo unspecified),1.1%,.
Cn1c(=O)c2c(nc(CN3CCN(C(c4ccccc4)c4ccccc4)CC3)n2CC(N)=O)n(C)c1=O,-7.0%,-2
Cc1ccnc(SCc2cc(=O)c(OC(=O)c3cccs3)co2)n1,2.9%,6
COc1ccc(CCc2nnc(CCC(=O)NCc3cnc4ccccn34)o2)cc1,-3.9%,7
O=C(c1ccc(S(=O)(=O)NCC2CCCO2)cc1)N1CCN(c2cccc(Cl)c2)CC1 (stereo unspecified),-2.0%,6
COc1ccccc1NC(=O)N1CCCC1C(=O)NCc1ccc2c(c1)OCO2 (stereo unspecified),-1.0%,.
CCCCn1c(O)c(C(C)=NCCc2c[nH]c3ccccc23)c(=O)[nH]c1=O,-5.4%,.
CC(=O)c1cccc(NC(=O)Cc2coc3cc4c(cc23)CCC4)c1,1.5%,-9
O=C(O)C1CCCN1S(=O)(=O)c1cccc2nsnc12 (stereo unspecified),-1.3%,-9

# Source: PubChem (several laboratories)
